Screening results: PubChem BioAssay, several laboratories
HRas wt GTP: human HRas wildtype GTP binding, change in either direction; GST-Ras wt beads, Bodipy-FL-GTP binding, flow cytometry; actives lie on both sides; 0.14% of 190,000 active; GTP binding activity, % at 10 µM; P01112;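 active = GTP binding activity at least 20% away from the 100% baseline, either lowered as inhibitor or raised as activator; inconclusive = flagged as likely green fluorescent, judged across all proteins in the well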;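 note: 0% = unlabeled GTP competition control and 100% = no-compound control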
Target sequence (P01112 whole entry, looked up): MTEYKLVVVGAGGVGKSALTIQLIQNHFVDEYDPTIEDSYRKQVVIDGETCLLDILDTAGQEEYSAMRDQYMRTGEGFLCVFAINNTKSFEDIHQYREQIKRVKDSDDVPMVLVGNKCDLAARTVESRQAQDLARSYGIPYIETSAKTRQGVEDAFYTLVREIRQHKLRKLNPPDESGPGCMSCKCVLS
Avidin bead fluor: avidin bead compound fluorescence profile. Avidin beads, compound fluorescence 488/530 nm, flow cytometry; hits give high values. fluorescence (KMESF) at 10 µM. 0.38% of 220,000 active; in the data active = fluorescence above about 47; note: inactives centre near 10
Rab7 wt modul: modulators of GTP binding to dog Rab7 wildtype GTPase; GST-Rab7 beads, fluorescent GTP binding, flow cytometry; actives lie on both sides; untreated = 100%, excess cold GTP = 0%; GTP binding activity (percent of control), % at 10 µM; 0.055% of 190,000 active; AID 758;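 active = fluorescent GTP binding to Rab7 beads changed by at least 20 points from the 100% baseline, either direction, mostly lower; inconclusive = compound itself probably fluorescent, or too few beads counted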;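 note: median green fluorescence of bound Bodipy-FL-GTP per Rab7 bead population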
Rab2A wt mod: changes GTP binding to wildtype dog Rab2A, up or down. P61105. GST-Rab2 wt beads, Bodipy-GTP binding, flow cytometry. GTP binding activity, % at 10 µM. 0.19% of 190,000 active. AID 760;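 active = GTP binding activity at least 20 points away from 100%, either lowered or raised; inconclusive = signal likely due to the compound's own green fluorescence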;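 note: 0% = beads with excess unlabeled GTP and 100% = no-compound control corrected for plate trend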
Cdc42 wt: modulators (inhibitors or activators) of GTP binding to human Cdc42 wildtype; 0.2% of 190,000 active; GST-Cdc42 beads, Bodipy-GTP binding, flow cytometry; actives lie on both sides; AID 761; percent activity (GTP binding), % at 10 µM;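 active = percent activity GTP binding at least 20 points away from the 100% baseline, either down as inhibitor or up as activator; inconclusive = compound flagged as likely green fluorescent from well-wide comparison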;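 note: median bead fluorescence of bound Bodipy-FL-GTP at 100 nM; 0% = excess unlabeled GTP control and 100% = no compound control; below 100% means less GTP binding so inhibitor and above means activator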
Target sequence (P60953 whole entry, looked up): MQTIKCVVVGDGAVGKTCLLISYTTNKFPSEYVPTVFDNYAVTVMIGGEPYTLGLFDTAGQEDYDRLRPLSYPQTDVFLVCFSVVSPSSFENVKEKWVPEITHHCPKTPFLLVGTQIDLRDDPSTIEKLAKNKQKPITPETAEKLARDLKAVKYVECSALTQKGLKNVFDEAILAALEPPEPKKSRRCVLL
Pf gamet viab: inhibitors of late stage P. falciparum gametocyte viability; P. falciparum stage V gametocytes, ATP luminescence, 24 h; inhibition, % at 10.9 µM; 0.065% of 150,000 active;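 active = inhibition above the mean plus 3 SD of compounds within the control limits, set per campaign, cut at about 38% in these data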;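 note: 0% = DMSO wells and 100% = medium only without gametocytes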
Rac1 wt modul: modulators of human Rac1 wildtype GTP binding; P63000; GST-Rac1 beads, fluorescent GTP binding, flow cytometry; actives lie on both sides; 0 = cold GTP competed, 100 = untreated; GTP binding activity (% of control), % at 10 µM; 0.27% of 190,000 active;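 active = GTP binding activity at least 20 points away from the 100% control level, either lower or higher; inconclusive = compound flagged as likely green fluorescent, judged across all proteins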
Mcl1 Noxa PPI: Mcl-1/Noxa interaction inhibition; 1.5% of 220,000 active; inhibition, % at 21.7 µM; TR-FRET Mcl-1/Noxa peptide binding, 2 h; AID 1022;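 active = compounds that cut the protein-peptide binding signal by more than 50% relative to plate controls in a single-dose test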;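 note: His-tagged Mcl-1 with rhodamine Noxa BH3 peptide and terbium anti-His antibody; 0% = Mcl-1 plus Noxa peptide wells and 100% = peptide-only wells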
Target sequence (Q07820 whole entry, looked up): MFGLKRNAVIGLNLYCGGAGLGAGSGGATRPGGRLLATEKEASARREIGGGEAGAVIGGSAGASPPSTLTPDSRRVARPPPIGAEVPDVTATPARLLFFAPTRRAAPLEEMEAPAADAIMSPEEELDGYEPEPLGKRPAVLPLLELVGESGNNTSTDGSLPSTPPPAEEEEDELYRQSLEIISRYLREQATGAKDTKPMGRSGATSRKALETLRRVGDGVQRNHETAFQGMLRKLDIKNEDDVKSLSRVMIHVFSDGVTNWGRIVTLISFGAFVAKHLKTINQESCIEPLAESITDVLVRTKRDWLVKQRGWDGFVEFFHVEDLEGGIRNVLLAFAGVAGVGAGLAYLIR
Bim-Mcl-1: human Bim-Mcl-1 interaction inhibition; inhibition, % at 10 µM; Q07820; 0.1% of 190,000 active; Bead-based flow cytometry, Bim peptide-Mcl-1 binding; AID 1009; in the data active = inhibition above about 40%;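 note: 0% = no compound tracer wells and 100% = peptide blocker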
Mcl1-Bid inh: Mcl-1/Bid interaction inhibition | 0.97% of 220,000 active | inhibition, % at 21.7 µM | AID 1021 | TR-FRET Mcl-1/Bid-Dy647 peptide binding, 1536-well;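 active = compounds that cut the binding signal by more than half at the single screening dose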;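 note: His-tagged Mcl-1 with europium anti-His antibody binding Bid BH3 peptide; 0% = Mcl-1 plus peptide wells and 100% = peptide-only wells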
Rac1 act GTP bind: alters GTP binding to activated mutant human Rac1. percent activity (GTP binding), % at 10 µM. GST-Rac1 activated beads, fluorescent GTP binding, flow cytometry; actives lie on both sides; 100% means binding = to untreated wells. P63000. 0.11% of 190,000 active;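 active = GTP binding at least 20 percentage points away from the 100% baseline, in either direction, so actives lie on both sides; inconclusive = Compound likely fluorescent itself, or too few beads counted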
* = called active by the depositor; ? = inconclusive; . = no result given.

SMILES	HRas wt GTP	Avidin bead fluor	Rab7 wt modul	Rab2A wt mod	Cdc42 wt	Pf gamet viab	Rac1 wt modul	Mcl1 Noxa PPI	Bim-Mcl-1	Mcl1-Bid inh	Rac1 act GTP bind
CCn1c(NC2CCCCC2)nc2ccccc21	101.0	8	99.0	99.0	101.0	.	99.0	1.8	4.0	-10.3	100.0
c1ccc(-c2noc(-c3ccccc3-c3ccccc3)n2)cc1	102.0	7	100.0	98.0	101.0	.	108.0	-11.5	0.0	-7.8	98.0
COc1cccc(-n2nnc3c(=O)n(Cc4cccc(F)c4)cnc32)c1	100.0	23	102.0	97.0	97.0	.	100.0	9.1	-4.0	-13.1	97.0
C[C@@H](C(=O)Nc1nc2ccccc2s1)N1C(=O)C2CC=CCC2C1=O (some centres undefined)	93.0	18	98.0	96.0	97.0	.	96.0	12.2	-2.0	8.0	94.0
O=C(NCCc1ccc(F)cc1)c1cc(=O)c2ccccc2o1	94.0	6	94.0	94.0	97.0	-16.5	96.0	-0.1	1.0	-1.9	92.0
COC(=O)c1sc(S(=O)(=O)N2CCC(C(=O)O)CC2)c(C(=O)OC)c1C	99.0	6	99.0	99.0	100.0	-18.0	107.0	-0.4	-2.0	-18.2	100.0
Nn1c(Cc2cccc3ccccc23)nnc1SC1CCOC1=O (centres undefined)	96.0	16	92.0	98.0	97.0	12.1	100.0	-2.2	-3.0	-48.2	99.0
COc1cc(C(F)(F)F)nc(-c2ccccn2)n1	96.0	11	98.0	97.0	99.0	-4.2	101.0	5.4	-1.0	-26.8	96.0
COc1ccc(CNC(=O)CN2C(=O)C(C)N(c3ccc(C)cc3)C2=O)cc1 (centres undefined)	100.0	9	98.0	98.0	101.0	.	103.0	12.0	-2.0	-12.9	98.0
CNc1cnn(-c2ccc(C)cc2)c(=O)c1Sc1ccc(C)cc1	96.0	9	97.0	99.0	95.0	12.8	95.0	4.5	0.0	-14.0	91.0
CC1(C)CC(C(=O)NCCC(c2ccccc2)c2ccco2)CCO1 (centres undefined)	99.0	7	98.0	99.0	104.0	9.6	103.0	16.9	0.0	2.2	98.0
COC(=O)c1[nH]c2ccc(C)cc2c1NC(=O)CN1CCN(C(=O)c2ccccc2)CC1	99.0	38	99.0	97.0	100.0	.	101.0	11.9	0.0	-12.9	99.0
c1ccc(Cc2nnc3sc(C4COc5ccccc5O4)nn23)cc1 (centres undefined)	99.0	4	102.0	101.0	97.0	.	99.0	2.6	25.0	5.2	98.0
O=C(Nc1ccc(C(=O)N2CCCC2)cc1)Nc1ccc(Cl)cc1Cl	103.0	21	104.0	102.0	103.0	-2.8	103.0	23.0	-3.0	4.5	98.0
Cc1ccsc1/C=N/NC(=O)Nc1ccccc1	101.0	10	109.0	104.0	97.0	15.3	102.0	11.8	-2.0	-22.1	96.0
CCN(CC)CCOC(=O)c1ccccc1Br	99.0	5	96.0	100.0	97.0	6.6	102.0	10.4	-1.0	-19.4	96.0
COc1ccc(C(CC(=O)NCCCN2CCOCC2)NS(=O)(=O)c2ccc(C)cc2)cc1 (centres undefined)	97.0	9	100.0	101.0	95.0	-17.6	96.0	-5.0	-1.0	-23.1	99.0
CCOC(=O)C1=NN(C(=O)c2ccccc2)C(O)(c2ccc(C)cc2)C1 (centres undefined)	94.0	4	98.0	96.0	95.0	.	95.0	-1.3	0.0	-57.6	97.0
Cc1c(C(=O)Nc2ccccc2[N+](=O)[O-])csc1-c1ccccc1	99.0	13	94.0	100.0	101.0	.	103.0	0.0	-2.0	-30.8	98.0
Cc1cccc(OCCCC(=O)Nc2ccc(N(C)C)cc2)c1	100.0	12	96.0	99.0	100.0	.	102.0	77.1*	0.0	-36.2	100.0
Cc1ccccc1N1CCN(S(=O)(=O)c2ccccc2)CC1	100.0	12	101.0	102.0	99.0	7.0	104.0	-10.1	14.0	2.6	98.0
COc1ccc(-n2c(SCC(=O)NCCCN3CCCC3=O)nnc2C(C)N2CCCCC2)cc1 (centres undefined)	?	13	?	?	?	6.0	?	5.3	3.0	-3.8	?
CCn1nc(CC(=O)Nc2ccc(-n3cnnn3)c(OC)c2)c2ccccc2c1=O	103.0	12	93.0	103.0	104.0	.	102.0	22.6	0.0	-3.0	101.0
CN(C)CC(=O)c1c(N)n(Cc2ccccc2)c(=O)n(C)c1=O	99.0	9	96.0	98.0	98.0	-20.1	102.0	-14.7	4.0	-16.1	98.0
O=C(CN1CCOCC1)Nc1cccc(Br)c1	105.0	12	104.0	104.0	103.0	14.8	110.0	-13.2	1.0	-23.2	101.0

Part of the list above, with two lines to a compound:
Order of results – HRas wt GTP, Avidin bead fluor, Rab7 wt modul, Rab2A wt mod, Cdc42 wt, Pf gamet viab, Rac1 wt modul, Mcl1 Noxa PPI, Bim-Mcl-1, Mcl1-Bid inh, Rac1 act GTP bind
- COc1cccc(-n2nnc3c(=O)n(Cc4cccc(F)c4)cnc32)c1
  100.0, 23, 102.0, 97.0, 97.0, ., 100.0, 9.1, -4.0, -13.1, 97.0
- C[C@@H](C(=O)Nc1nc2ccccc2s1)N1C(=O)C2CC=CCC2C1=O (some centres undefined)
  93.0, 18, 98.0, 96.0, 97.0, ., 96.0, 12.2, -2.0, 8.0, 94.0
- O=C(NCCc1ccc(F)cc1)c1cc(=O)c2ccccc2o1
  94.0, 6, 94.0, 94.0, 97.0, -16.5, 96.0, -0.1, 1.0, -1.9, 92.0
- COC(=O)c1sc(S(=O)(=O)N2CCC(C(=O)O)CC2)c(C(=O)OC)c1C
  99.0, 6, 99.0, 99.0, 100.0, -18.0, 107.0, -0.4, -2.0, -18.2, 100.0
- Nn1c(Cc2cccc3ccccc23)nnc1SC1CCOC1=O (centres undefined)
  96.0, 16, 92.0, 98.0, 97.0, 12.1, 100.0, -2.2, -3.0, -48.2, 99.0
- COc1cc(C(F)(F)F)nc(-c2ccccn2)n1
  96.0, 11, 98.0, 97.0, 99.0, -4.2, 101.0, 5.4, -1.0, -26.8, 96.0
- COc1ccc(CNC(=O)CN2C(=O)C(C)N(c3ccc(C)cc3)C2=O)cc1 (centres undefined)
  100.0, 9, 98.0, 98.0, 101.0, ., 103.0, 12.0, -2.0, -12.9, 98.0
- CNc1cnn(-c2ccc(C)cc2)c(=O)c1Sc1ccc(C)cc1
  96.0, 9, 97.0, 99.0, 95.0, 12.8, 95.0, 4.5, 0.0, -14.0, 91.0
- CC1(C)CC(C(=O)NCCC(c2ccccc2)c2ccco2)CCO1 (centres undefined)
  99.0, 7, 98.0, 99.0, 104.0, 9.6, 103.0, 16.9, 0.0, 2.2, 98.0

The list goes on.
SMILES	HRas wt GTP	Avidin bead fluor	Rab7 wt modul	Rab2A wt mod	Cdc42 wt	Pf gamet viab	Rac1 wt modul	Mcl1 Noxa PPI	Bim-Mcl-1	Mcl1-Bid inh	Rac1 act GTP bind
O=C(CSC1=NCCN1)C1COc2ccccc2O1 (centres undefined)	98.0	11	95.0	97.0	99.0	12.7	99.0	7.3	3.0	-50.4	98.0
O=C(CCS(=O)(=O)c1ccccc1)Nc1ccccc1N1CCOCC1	95.0	14	97.0	96.0	97.0	.	96.0	-5.7	-3.0	-5.1	93.0
O=c1c2[nH]c3cccc(Cl)c3c2ncn1CCN1CCCCC1	96.0	34	97.0	95.0	96.0	3.1	101.0	18.0	-6.0	-7.0	97.0
CCOc1ccc(C(=O)SC2=NCCS2)cc1	101.0	9	101.0	100.0	101.0	.	104.0	4.3	5.0	-14.2	98.0
O=C(CCCn1c(=O)[nH]c2cc(Cl)ccc2c1=O)NCCC1=CCCCC1	98.0	10	95.0	97.0	99.0	.	97.0	-13.3	-3.0	0.4	95.0
Cn1nnc2cc(C(=O)NC3CC3)ccc21	97.0	14	93.0	94.0	95.0	.	96.0	-4.7	-1.0	-27.7	92.0
CC(C)(C)c1nc(NCCN2CCOCC2)c2nnn(Cc3ccccc3Cl)c2n1	97.0	7	94.0	95.0	96.0	.	96.0	-0.6	41.0*	-0.7	98.0
Cn1nnc(NCc2cc(Br)ccc2OCc2ccccc2F)n1	97.0	5	100.0	96.0	97.0	.	98.0	6.3	-14.0	-14.3	97.0
CN1C(=O)/C(=C2/C=Cc3ccccc3N2CCCS(=O)(=O)O)SC1=S	97.0	12	100.0	97.0	101.0	-31.4	102.0	7.2	-2.0	-23.5	96.0
Cc1cccc(CCNS(=O)(=O)c2ccc3c(c2)oc(=O)n3C)c1	92.0	11	90.0	89.0	90.0	8.4	89.0	7.9	0.0	-23.9	87.0
Cc1cc2c(ccc3c2no[n+]3[O-])nn1	105.0	10	101.0	108.0	107.0	.	105.0	-24.9	-3.0	-27.6	104.0
CCOC(=O)C(C(=O)OCC)C1OC(=O)c2cc3c(cc21)C(=O)OC3C(C(=O)OCC)C(=O)OCC (centres undefined)	93.0	200*	98.0	92.0	95.0	-26.5	101.0	-9.1	1.0	7.1	93.0
CN(C)c1ccc(NC(=O)c2cn(-c3ccccc3)nc2-c2cccs2)cc1	98.0	4	99.0	97.0	100.0	-10.8	98.0	76.8*	-4.0	28.3	97.0
CC1Cc2ccccc2N1C(=O)COC(=O)c1c2c(nc3ccccc13)CCCCC2 (centres undefined)	99.0	3	97.0	99.0	101.0	.	103.0	-8.5	-10.0	1.9	99.0
O=C(OCC#CCSc1nnc(-c2ccccc2)o1)c1ccco1	101.0	38	97.0	101.0	104.0	.	107.0	9.7	-3.0	-22.0	101.0
C=C(C)CN1CCN(S(=O)(=O)c2ccc(C)c(N(C)S(=O)(=O)c3ccc(C)cc3)c2C)CC1	101.0	15	101.0	100.0	103.0	-11.7	104.0	5.0	1.0	2.0	101.0
Cc1ccc(N2C(=O)C3C(c4ccccc4)(C2=O)C3(c2ccccc2)c2ccccc2)cc1 (centres undefined)	96.0	8	93.0	96.0	95.0	-51.1	98.0	-14.4	0.0	-16.3	96.0
O=C(NCc1nc2ccccc2[nH]1)c1ccco1	102.0	11	102.0	102.0	104.0	.	112.0	-7.7	0.0	-24.0	100.0
Cc1nn(-c2ccccc2)c(C)c1/C=N\NS(=O)(=O)c1ccc(Cl)cc1	103.0	7	99.0	101.0	102.0	-3.4	108.0	7.7	0.0	-61.2	100.0
CN(C(=O)/C=C/c1ccc([N+](=O)[O-])s1)c1ccccc1	101.0	.	103.0	102.0	99.0	27.9	104.0	9.9	-3.0	10.6	97.0
